Screening data as filed in PubChem.
Statin myotox sup – suppression of simvastatin myotoxicity; C2C12 myotubes + simvastatin, ATP luminescence, 48 h; scaled: DMSO 0, geranylgeraniol control 100; rescue of ATP level, % at 7.49 µM; 0.78% of 330,000 active; AID 602340;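 active = mean ATP rescue above about 67%, or every replicate alone reaching that limit, limit read from the data, passing the limit was not always enough; inconclusive = no clear call, values can overlap the other calls; inactive = mean under the limit and some replicate under it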;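 note: myotubes were challenged with 10 µM simvastatin during compound exposure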
PglD inh – blocks C. jejuni PglD acetyltransferase activity. AID 602405. purified PglD enzyme, DTNB colorimetric CoA detection. inhibition, % at 12.5 µM. 0.098% of 360,000 active; in the data active = inhibition above about 16%, passing the limit was not always enough; inconclusive = no clear call, values can overlap the other calls; note: strong numbers were not always called active
Active calls of the source: *; ? = inconclusive. The list is partial; the hit share may differ from the screen's.

SMILES	Statin myotox sup	PglD inh
COC(=O)[C@H](CCSC)NC(=O)NCc1ccccn1	-12	-3
O=c1cc[nH]c2c(C(F)(F)F)cccc12	-5	3
COc1cccc(NC(=O)c2ccc(-n3cccn3)nc2)c1	1	-2
Cc1ccc2nc(CSc3nnc(-c4ccco4)n3-c3ccccc3)cc(=O)n2c1	7	7
COC(=O)c1sc(N)nc1C(C)(C)C	-11	-4
CCNCCNC(=O)c1c(O)c2ccccc2n(CC)c1=O	17	1
COc1ccc(N(C(=O)c2ccn[nH]2)C(C(=O)NC(C)(C)C)c2ccc(F)cc2)cc1 (stereo unspecified)	88*	1
Clc1ccccc1-c1nnn(Cc2ccc(-c3nn[nH]n3)cc2)n1	-9	1
c1ccc2c(c1)nc(CN1CCOCC1)n1c3ccccc3nc21	11	-1
Cc1ccc[n+](/C(C(=S)NCc2ccco2)=C(/[O-])c2ccccc2Cl)c1	-2	-6
CCCCNC(=O)C1CCN(Cc2ccc(OCc3ccccc3)cc2)CC1	9	-24
C=CCn1c(CCNC(=O)c2ccccc2F)nnc1SCC(=O)Nc1nc(C)cs1	-2	-2
O=C(NCc1ccccn1)C1CCCN(S(=O)(=O)c2cc(Cl)ccc2Cl)C1 (stereo unspecified)	?	-2
CC1CCCCN1C(=O)CSc1nc2ccsc2c(=O)n1Cc1ccccn1 (stereo unspecified)	15	2
COc1nc(OC)nc(N2CCC(C(=O)NCc3ccc(F)cc3)CC2)n1	2	4
Cc1cccc(C(=O)N2CCN(C(=O)c3cccc(C)c3)C(C)C2)c1 (stereo unspecified)	-8	0
Cc1ccc(N2CCN(C(=S)c3ccc(N(C)C)cc3)CC2)cc1	10	0
O=C(C1=C(O)/C(=C/c2ccc(O)cc2)CCC1)C(F)(F)F	0	-8
CC(=O)c1ccc(N(C)C)c2c(N(C)C)cccc12	1	0
CCN(CC)C(=O)c1cnn(-c2ccccc2)c1NC(=O)c1cccc(F)c1	9	-7
COCCNC(=O)c1cc2ncc(Br)cn2n1	8	0
CCOC(=O)CSC1=C(C#N)C(c2ccc(OC)cc2)C2=C(CC(C)(C)CC2=O)N1 (stereo unspecified)	-1	-4
CC(C(=O)Nc1cccc([N+](=O)[O-])c1)N1CCN(C/C=C/c2ccccc2)CC1 (stereo unspecified)	-4	-8
Cc1ccc(CN(C)C(=O)c2ccccc2Oc2ccccc2)o1	-4	-6
COc1ccc(C2CC(c3cccs3)=NN2C(=O)CSc2nc3ccccc3o2)cc1 (stereo unspecified)	17	-2
COc1ccc(NC(=O)c2cc(=O)c3ccccc3o2)cn1	-9	1
COC(=O)c1cc(OC)c(OC)cc1NC(=O)c1ccccc1	-16	-1
O=c1c2ccccc2nc2n1CCCCN2	1	1
CCn1c(CSc2nc3ccccc3s2)nnc1SCC(=O)c1ccc(O)c(O)c1	32	-7
COc1ccc(CN2CCCCC2C)cc1OC (stereo unspecified)	-2	0
CCOc1ccc(NC(=O)Cn2nnc(-c3ccccc3NC(=O)C3CC3)n2)cc1	-19	2
CCOC(=O)NC(Nc1sc2c(c1C(N)=O)CCCC2)(C(=O)OCC)C(F)(F)F (stereo unspecified)	13	-2
O=C(COC(=O)C1CC1)Nc1ccc(OC(F)F)cc1	8	-4
O=C1C2C3CCCC3=C3CCCC3C2C(=O)N1c1cccc(Cl)c1 (stereo unspecified)	-12	11
Cc1cc(C)cc(SCc2noc(C(=O)NC(C)C)c2C(=O)NC(C)C)c1	-9	-6
COc1cc(C)c(NC(=O)COc2cccc3c2OC(C)(C)C3)cc1OC	0	4
Cc1cccc(OCc2nnc(SCC(=O)c3ccccc3)o2)c1	-6	1
O=C1O/C(=C/C(=O)N2CCOCC2)c2ccccc21	74*	4
CCC1CCCCN1c1cc(C)nc2cc(-c3cccc(C)c3)nn12 (stereo unspecified)	-26	-1
O=C(CSc1nc2ccccc2[nH]1)N1CCCCC1	7	8
Clc1ccccc1-c1cc(COc2ccc3ccccc3c2)no1	-1	3
Cn1cc(CNC(=O)COc2ccc(Cl)cc2Cl)cn1	5	-1
O=S(=O)(c1cccc(C(F)(F)F)c1)N1CCC(c2cc(-c3cccc4ccccc34)n[nH]2)CC1	27	1
N#Cc1ccc(COc2ccc(CCO)cc2-n2nc3ccccc3n2)cc1	-27	-4
Cc1cc(=O)[nH]c(SCc2nc3ccccc3s2)n1	-3	0
CC12C=CC3(O1)C(C(=O)N(c1cccnc1)C3C(=O)NC1CCCCC1)C2C(=O)Nc1ccccc1 (stereo unspecified)	-12	-5
COc1c(S(=O)(=O)N2CCCCC2)ccc2c(S(=O)(=O)N3CCCCC3)cccc12	23	4
CCOC(=O)N1CCN(C(=O)c2ccc3c(=O)n(Cc4ccccc4)c(=S)[nH]c3c2)CC1	19	4
CS(=O)(=O)N1CCN(c2ccccc2NC(=O)c2ccc(-c3ccc(Cl)cc3Cl)o2)CC1	-17	0
Cc1ccc(NC(=O)c2ccc3c(c2)N(CC(=O)N2CCCCC2)C(=O)C(C)(C)O3)cc1	-3	-3
CCOc1ccc2[nH]c(C)c(CN3CCCCC3)c(=O)c2c1	2	3
CCOc1ccc(NC(=O)CN2C(=O)C3CC=CCC3C2=O)cc1 (stereo unspecified)	-4	1
COc1cc(NC(=O)CCc2c(C)nc3nc(C)nn3c2C)cc(OC)c1	0	0
CCN(CC)S(=O)(=O)c1ccc2[nH]cc(C(=O)NCCc3ccccc3)c(=O)c2c1	7	5
CS(=O)(=O)Cc1nc2ccccc2oc1=O	29	5
COc1ccc(C(=O)Nc2nnc(Cc3cccs3)s2)cc1OC	2	-4
COc1ccc(C(=O)Nc2n[nH]c(-c3ccncc3)n2)cc1	107*	-6
Cc1ccc(S(=O)(=O)c2c(N)n(NC(=O)C3CC3)c3nc4ccccc4nc23)cc1	6	-3
CCC(C)NC(=O)c1c(F)c(F)c(F)c(F)c1F (stereo unspecified)	-5	6
CCOC(=O)C1CCN(Cc2nc3ccccc3c(=O)n2-c2ccc(OCC)cc2)CC1	2	2

Complete entries, quoted from the list.
`COc1c(S(=O)(=O)N2CCCCC2)ccc2c(S(=O)(=O)N3CCCCC3)cccc12` across the screens: Statin myotox sup = 23; PglD inh = 4
`COc1ccc(C(=O)Nc2nnc(Cc3cccs3)s2)cc1OC` across the screens: Statin myotox sup = 2; PglD inh = -4

Next compounds:
SMILES	Statin myotox sup	PglD inh
COc1cc(S(=O)(=O)N2CCOCC2)c(OC)c(S(=O)(=O)N2CCOCC2)c1	8	-2
COC(=O)[C@@H]1C2CCC(C(=O)Nc3ccccc3)(CC2)[C@@H]1C(=O)OC	13	-1
COc1ccc(N(CC(=O)N2CCN(C)CC2)S(=O)(=O)c2ccccc2)cc1OC	4	2
CCOc1cc(C2C3=C(CCCC3=O)NC3=C2C(=O)CCC3)ccc1OCCO	0	1
COc1ccc(CCCNC(=O)CC#N)cc1OC	6	1
CCCCC(c1nnnn1CCOC)N1CCN(C)CC1 (stereo unspecified)	2	2
C=CCn1c(SCC(=O)Nc2cc3oc4ccccc4c3cc2OC)nnc1-c1cnccn1	8	-2
COc1ccc2nc(SCC(=O)N(C)C3CCCCC3)c(C#N)cc2c1	-6	-3
COC(=O)c1ccc(N(C(=O)c2ccco2)C(C(=O)NC2CCCC2)c2ccco2)cc1 (stereo unspecified)	14	-2
CCOC(=O)N1CCC(NC(=O)C(NS(=O)(=O)c2ccc3c(c2)CCN3C(C)=O)C(C)C)CC1 (stereo unspecified)	-7	2
Cc1ccc(Cn2ccc(NC(=O)c3nc4ncccn4n3)n2)cc1	7	-4
CN1CCN(CC(O)COCCOc2ccc(Br)cc2)CC1 (stereo unspecified)	-5	-1
O=C(CN(Cc1ccc(F)cc1)S(=O)(=O)c1ccccc1)N1CCCCC1	-6	-1
CN(C)c1ccnc(N(Cc2ccccc2)Cc2ccccc2)c1C#N	-9	7
CCOCCCNC(=O)c1ccc(CS(=O)(=O)Cc2ccc(C)cc2)o1	-5	5
Cc1ccc(NC(=O)C2C(c3ccccc3)C=CC(c3ccccc3)C2C(=O)O)cc1 (stereo unspecified)	6	6
O=S(=O)(c1ccc(Cl)c(F)c1)N1CCC(c2nc(-c3ccncc3)no2)CC1	30	3
Nc1cc(Cl)ccc1Oc1ccc(Cl)cc1	-39	-1
COc1cc2c(C#N)c(N3CCc4ccccc4C3)nc(N)c2c(N)n1	-24	2
COC(=O)c1cc(Br)c(=O)n(Cc2ccc(C(=O)O)cc2)c1	55	0
CCn1nccc1C(=O)Nc1cc(Cl)ccc1Cl	21	6
O=c1c2c3c(sc2nc2n1CCCC2)CCC3	2	-4
Cc1ccc(NC(=O)c2ccccc2Cl)c(Cl)c1	-1	0
O=C(COC(=O)c1ccc(Sc2ccccc2)c([N+](=O)[O-])c1)NC1CCCc2ccccc21 (stereo unspecified)	22	4
Cc1nn(C(C)C(=O)N2CCc3ccccc32)c(C)c1[N+](=O)[O-] (stereo unspecified)	2	2
CCOC(=O)c1ccc(N2C(=O)CC(N(C)CCc3ccc(OC)c(OC)c3)C2=O)cc1 (stereo unspecified)	-6	6
COc1ccc(C(CNC(=O)c2cccc(N(C)C)c2)N2CCCC2)cc1 (stereo unspecified)	-8	-1
O=C(NCC1CCCO1)c1cccc(-n2cnnn2)c1 (stereo unspecified)	1	-2
O=C(O)CCn1c(C2CCCCC2)nc2ccccc21	-1	-3
O=C(COC(=O)COc1ccccc1[N+](=O)[O-])Nc1ccc(S(=O)(=O)N2CCCCC2)cc1	13	-6
N=C(N)SCc1nc2ccccc2c(=O)n1-c1ccccc1Cl	0	-11
COc1ccc(NC(=O)CSc2nnc(C(C)C)n2N)cc1	8	-3
CNc1nc(OC)nc(N2CCOCC2)n1	-1	-1
CCCCN1C(=O)C2(NNc3ccccc3O2)c2ccccc21 (stereo unspecified)	17	-2
Cn1c(CO)cnc1SCc1ccc([N+](=O)[O-])cc1	4	-2
COc1ccccc1CN(Cc1nc2ccccc2c(=O)[nH]1)C(=O)Nc1cccc(C)c1	13	-4
CCCCCCOC(=O)C(C#N)c1nc2ccccc2nc1N1CCOCC1 (stereo unspecified)	3	-1
O=C(CCC1CCCC1)N1CCN(C(=O)c2ccco2)CC1	0	-4
O=C(CSCc1ccc(F)cc1)Nc1ccccc1	10	5
Cc1cc(C)c2nc(N3CCCN(C(=O)c4cnccn4)CC3)c(C#N)cc2c1	3	-8
CC(C(=O)c1ccccc1)n1cnc2ccccc2c1=O (stereo unspecified)	-1	-2
C=CCn1c(-c2ccc(OC)c(OC)c2)cs/c1=N\c1ccccn1	-3	-2
NC(=O)C1=NOC(CNc2ncc(C(F)(F)F)cc2Cl)C1 (stereo unspecified)	6	3
CC1=C(C)CS(=O)N(S(=O)(=O)c2ccccc2)C1 (stereo unspecified)	11	3
CCOC(=O)c1ccc(NS(=O)(=O)c2cc(-c3nnnn3CC)ccc2OC)cc1	0	-3
COc1ccc(-c2nnn(CC(=O)N3CCN(c4ccccc4OC)CC3)n2)cc1	10	9
Cc1oc2cc(O)ccc2c(=O)c1N1C(=O)c2ccccc2C1=O	-2	-1
COC(=O)c1c(NC(C)=O)sc2c1CCCC2	20	5
CC(=O)c1ccc(OCCCCCCCOc2ccc(C(C)=O)cc2)cc1	22	3
CNc1c([N+](=O)[O-])cnn1-c1ccc(Cl)cc1Cl	16	-5
CC(C)C(=O)Nc1nnc(CCN2CCCCC2)s1	-7	7
Cc1ccc(NC(=O)CSC2=C(C#N)C(c3ccco3)C3=C(CCCC3=O)N2)cc1 (stereo unspecified)	1	6
CN(C)/C=C(\C=N\OCc1ccc(Cl)cc1Cl)C(=O)Nc1ccc(Cl)c(Cl)c1	-8	-1
CC1=Nn2c(nnc2-c2cc(-c3ccccc3)n[nH]2)SC1	15	12

At a glance, 20 of the compounds above.
SMILES	Statin myotox sup	PglD inh
COC(=O)[C@H](CCSC)NC(=O)NCc1ccccn1	-12	-3
O=c1cc[nH]c2c(C(F)(F)F)cccc12	-5	3
COc1cccc(NC(=O)c2ccc(-n3cccn3)nc2)c1	1	-2
Cc1ccc2nc(CSc3nnc(-c4ccco4)n3-c3ccccc3)cc(=O)n2c1	7	7
COC(=O)c1sc(N)nc1C(C)(C)C	-11	-4
CCNCCNC(=O)c1c(O)c2ccccc2n(CC)c1=O	17	1
COc1ccc(N(C(=O)c2ccn[nH]2)C(C(=O)NC(C)(C)C)c2ccc(F)cc2)cc1 (stereo unspecified)	88*	1
Clc1ccccc1-c1nnn(Cc2ccc(-c3nn[nH]n3)cc2)n1	-9	1
c1ccc2c(c1)nc(CN1CCOCC1)n1c3ccccc3nc21	11	-1
Cc1ccc[n+](/C(C(=S)NCc2ccco2)=C(/[O-])c2ccccc2Cl)c1	-2	-6
CCCCNC(=O)C1CCN(Cc2ccc(OCc3ccccc3)cc2)CC1	9	-24
C=CCn1c(CCNC(=O)c2ccccc2F)nnc1SCC(=O)Nc1nc(C)cs1	-2	-2
O=C(NCc1ccccn1)C1CCCN(S(=O)(=O)c2cc(Cl)ccc2Cl)C1 (stereo unspecified)	?	-2
CC1CCCCN1C(=O)CSc1nc2ccsc2c(=O)n1Cc1ccccn1 (stereo unspecified)	15	2
COc1nc(OC)nc(N2CCC(C(=O)NCc3ccc(F)cc3)CC2)n1	2	4
Cc1cccc(C(=O)N2CCN(C(=O)c3cccc(C)c3)C(C)C2)c1 (stereo unspecified)	-8	0
Cc1ccc(N2CCN(C(=S)c3ccc(N(C)C)cc3)CC2)cc1	10	0
O=C(C1=C(O)/C(=C/c2ccc(O)cc2)CCC1)C(F)(F)F	0	-8
CC(=O)c1ccc(N(C)C)c2c(N(C)C)cccc12	1	0
CCN(CC)C(=O)c1cnn(-c2ccccc2)c1NC(=O)c1cccc(F)c1	9	-7
